# JNK3 blocker = JNK3 kinase activity inhibitors, primary screen, biochemical, human, purified enzyme; Mitogen-activated protein kinase 10 (Homo sapiens), P53779; HTS; inhibition, % at 8 µM; 60,000 compounds, 0.61% hits; in the data active = inhibition above about 17%;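 also: 0% = DMSO and 100% = reference inhibitor; many of its hits are not listed in these tables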
# Target sequence (P53779 whole entry, looked up): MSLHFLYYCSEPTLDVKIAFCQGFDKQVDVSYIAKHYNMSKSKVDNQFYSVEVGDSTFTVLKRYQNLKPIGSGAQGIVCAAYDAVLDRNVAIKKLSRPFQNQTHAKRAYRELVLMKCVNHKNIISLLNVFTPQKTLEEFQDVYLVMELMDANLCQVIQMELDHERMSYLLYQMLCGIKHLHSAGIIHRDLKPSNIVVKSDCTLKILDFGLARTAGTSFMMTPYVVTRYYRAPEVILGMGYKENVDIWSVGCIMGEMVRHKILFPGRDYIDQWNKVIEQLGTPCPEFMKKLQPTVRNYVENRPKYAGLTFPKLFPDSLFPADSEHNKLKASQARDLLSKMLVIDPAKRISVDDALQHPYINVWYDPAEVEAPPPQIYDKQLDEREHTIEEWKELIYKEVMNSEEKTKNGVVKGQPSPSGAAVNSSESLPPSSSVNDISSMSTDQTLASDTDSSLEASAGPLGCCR
# Cdc25B inh = inhibitors of Cdc25B phosphatase catalytic domain, primary screen, biochemical, OMFP fluorescence; M-phase inducer phosphatase 2 (Homo sapiens), P30305; recombinant Cdc25B, OMFP fluorescence Ex485/Em525; inhibition, %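 (compounds tested at 10 µM final in the well)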; 65,000 compounds, 0.1% hits; AID 368, 2006; in the data active = inhibition above about 50%
# Target sequence (P30305 whole entry, looked up, the tested form may be a part): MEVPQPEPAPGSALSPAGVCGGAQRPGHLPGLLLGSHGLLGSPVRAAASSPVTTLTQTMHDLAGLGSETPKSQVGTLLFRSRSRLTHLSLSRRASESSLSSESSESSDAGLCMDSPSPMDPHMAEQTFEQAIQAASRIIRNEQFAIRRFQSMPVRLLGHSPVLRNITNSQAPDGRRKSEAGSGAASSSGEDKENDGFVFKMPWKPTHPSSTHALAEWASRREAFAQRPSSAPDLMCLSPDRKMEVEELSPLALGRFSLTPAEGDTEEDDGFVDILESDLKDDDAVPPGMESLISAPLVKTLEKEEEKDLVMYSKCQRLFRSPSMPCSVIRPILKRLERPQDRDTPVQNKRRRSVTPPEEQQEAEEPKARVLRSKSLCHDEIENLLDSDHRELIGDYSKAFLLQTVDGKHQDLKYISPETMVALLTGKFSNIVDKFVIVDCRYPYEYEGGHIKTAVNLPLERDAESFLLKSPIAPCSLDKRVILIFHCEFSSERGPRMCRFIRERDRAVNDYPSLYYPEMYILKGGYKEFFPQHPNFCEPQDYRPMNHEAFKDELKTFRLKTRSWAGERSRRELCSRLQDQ
# PKA kinase inh = inhibitors of human PKA kinase activity, primary screen, biochemical, ATP-depletion luminescence, Kemptide substrate. 65,000 compounds, 0.1% hits. cAMP-dependent protein kinase catalytic subunit alpha (Homo sapiens), P17612. inhibition, % at 6 µM. PKA Kemptide phosphorylation, Kinase-Glo ATP luminescence;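 active = inhibition above the screen-wide mean inhibition plus 3 SD, cut at about 21% in these data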; also: many of its hits are not listed in these tables
# ROCK2 blocker = inhibitors of human ROCK2 kinase, primary screen, biochemical, high-throughput, luminescence; Rho-associated protein kinase 2 (Homo sapiens), O75116; purified ROCK2, Kinase-Glo ATP depletion luminescence; inhibition, % at 6 µM; 60,000 compounds, 0.35% hits; AID 604, 2007;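 active = inhibition above the screen-wide mean inhibition plus 3 SD, cut at about 18% in these data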;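 also: plate controls were DMSO wells for no effect and Y-27632 control wells after no-enzyme background subtraction for full effect; many of its hits are not listed in these tables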
# MKP-1 inh = MKP-1 phosphatase inhibitors, primary screen, biochemical, in vitro; recombinant MKP-1, OMFP hydrolysis fluorescence; inhibition, %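 (compounds tested at a single concentration somewhere between 10 and 100 µM)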; 65,000 compounds, 0.15% hits;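 active = inhibition above about 50%, limit read from the data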;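 also: 0% = DMSO max control wells and 100% = wells with enzyme stopped by NaOH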
# TNAP act DEA = human TNAP enzyme activators, primary screen, biochemical, luminescent, intermediate phosphate acceptor level; Alkaline phosphatase, tissue-nonspecific isozyme (Homo sapiens), P05186; purified TNAP, CDP-star luminescence, 100 mM DEA, 30 min; active compounds read high; scale: 0 levamisole-inhibited, 1 vehicle-only enzyme; activation factor at 20 µM; 64,000 tested, under 10 active; AID 813, 2007;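 active = activation factor of at least 2 at 20 µM, relative to controls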
# HEK293 NFkB inh = inhibitors of PMA/ionomycin-induced NF-kB reporter, primary screen, antigen receptor NF-kB inhibitor project, cell-based, HEK-293 luciferase reporter, luminescence. 62,000 compounds, 0.21% hits. inhibition, % at 3 µM. HEK-293 NF-kB luciferase reporter. AID 465, 2006;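 active = inhibition above the mean of all tested compounds plus 3 SD, cut at about 40% in these data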;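 also: 0% = stimulated DMSO wells and 100% = 10 µM reference inhibitor 5653914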
#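 Reagent: PMA plus ionomycin mix as NF-kB-activating stimulus. Assay system: NF-kB luciferase reporter HEK-293 cells. Technique: luminescence from luciferase substrate reagent. Incubation: 1 h compound pre-incubation, 16 h PMA/ionomycin at 37 °C. Benchmarks: DMSO only as uninhibited control, 10 µM reference inhibitor as full inhibition. Repeats: tested once.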
# Jurkat viability = cytotoxicity toward Jurkat T cells, primary screen, cytotoxicity control, cell-based, Jurkat E6.1, 60K MLSMR library; Jurkat E6.1 viability, ATP luminescence, 48 h; 56,000 compounds, 1.2% hits; inhibition, % at 4 µM;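 active = inhibition above the mean inhibition of all tested compounds plus 3 SD, cut at about 28% in these data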
# MMP13 inh = human MMP13 inhibitors, primary screen, biochemical, FRET peptide cleavage. 65,000 compounds, 0.07% hits. MMP-13 fTHP FRET cleavage, Mca fluorescence. Collagenase 3 (Homo sapiens), P45452. AID 570, 2006. inhibition, % at 4 µM;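 active = inhibition above the mean of compound-free control plate wells plus 3 SD, cut at about 14% in these data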;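 also: 0% = DMSO wells and 100% = wells with reference MMP-13 inhibitor after basal subtraction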
# Numbers without * were called inactive; / = not tested or not shown; [ ] = dose if it differs, or a comment.
SMILES,JNK3 blocker,Cdc25B inh,PKA kinase inh,ROCK2 blocker,MKP-1 inh,TNAP act DEA,HEK293 NFkB inh,Jurkat viability,MMP13 inh
CCCN1C2CCCC1CC(NC(=O)c1cc(OC)c(OC)c(OC)c1)C2 (configuration not stated),1,3,2,0,-26,0.9,7,-1,-9
Cc1ccc(N(C(=O)Cn2nnc3ccccc32)C(C(=O)NC2CCCCC2)c2cn(C)nc2C)cc1 (configuration not stated),3,-1,-10,-1,20,0.9,9,2,3
CCC(Sc1nc2cc3c(cc2c(=O)n1Cc1ccco1)OCO3)C(=O)Nc1ccccc1OC (configuration not stated),/,-19,-1,/,-8,1,17,/,6
CC(=O)c1c(NCc2ccccc2)nc(=O)n(-c2ccccc2)c1C,-3,-10,7,6,8,0.8,1,-7,2
CCCc1c(O)nc(SCCN(CCC)CCC)[nH]c1=O,-2,3,3,-1,11,0.9,5,2,-1
CCOC(=O)c1cnn(-c2cccc(Cl)c2)c1N,-9,0,3,4,9,0.9,-17,1,2
Cc1nc(SCC(=O)Nc2cc(C)on2)c2c(=O)n(C)c(=O)n(C)c2n1,8,2,6,3,7,1,10,-3,3
O=C1CCNc2cc3ccccc3cc21,4,12,2,1,3,0.8,30,0,-11
CCn1c(-c2ccco2)nc2ccccc21,-6,0,11,7,-1,0.9,0,1,-42
COc1cccc(C(=O)Cn2c(N3CCOCC3)nc3c2c(=O)n(C)c(=O)n3C)c1,-1,1,5,2,-4,0.9,7,0,1
CCCCOCCCNC(=O)c1ccc2c(c1)OCO2,5,2,11,6,11,0.9,-7,-3,-2
N#Cc1cc2cc3c(cc2nc1N1CCCCC1)OCCO3,-2,5,-1,-1,0,1,-8,6,-62[fluorescence artefact?]
COC(=O)Cn1nc(-c2ccc(C)c(S(=O)(=O)N(C)C)c2)c2ccccc2c1=O,-1,-17,8,4,0,1,10,-7,-1
CCNC(=O)N(C(=O)NCC)n1c(C)nnc1C,-4,-23,5,4,-13,0.9,/,/,1
c1ccc(-c2nc(NCc3cccnc3)c3oc4ccccc4c3n2)cc1,-3,-1,2,-4,28,0.9,11,0,1
CC(C)C(NC(=O)OCc1ccccc1)C(=O)OCC(=O)NCc1ccco1 (configuration not stated),5,-7,4,6,18,0.9,-3,-3,-2
Cc1ccc(C(=O)Nc2ccc3c(c2)nc2n3CCSC2)cc1,1,1,5,2,-10,0.7,-36,3,3
Cc1oc(C(=O)O)cc1COc1ccc2c3c(c(=O)oc2c1C)CCCC3,0,-2,9,6,8,0.9,1,0,-5
Cc1ccc(CNC(=O)CCCn2c(=O)c3ccccc3n(CC(=O)NC3CCCC3)c2=O)cc1,-6,13,9,0,8,0.9,0,-4,-3
CC(C)N(Cc1nc(-c2ccc(Cl)cc2)no1)C(=O)CCCN1C(=O)c2ccccc2C1=O,-1,-12,4,4,4,1,7,1,1

# The final 2 entries of the part before come first, to join the parts:
SMILES,JNK3 blocker,Cdc25B inh,PKA kinase inh,ROCK2 blocker,MKP-1 inh,TNAP act DEA,HEK293 NFkB inh,Jurkat viability,MMP13 inh
Cc1ccc(CNC(=O)CCCn2c(=O)c3ccccc3n(CC(=O)NC3CCCC3)c2=O)cc1,-6,13,9,0,8,0.9,0,-4,-3
CC(C)N(Cc1nc(-c2ccc(Cl)cc2)no1)C(=O)CCCN1C(=O)c2ccccc2C1=O,-1,-12,4,4,4,1,7,1,1
CC(C)C[C@H](NC(=O)Nc1ccc(S(N)(=O)=O)cc1)C(=O)O,1,5,3,-4,-5,0.9,26,-4,-2
CN(C)/C=C1\N=C(c2ccc(Cl)cc2Cl)OC1=O,-3,15,-1,6,-9,0.8,/,/,3
COC(=O)C1=C(N)Oc2cc(C)n(Cc3ccco3)c(=O)c2C1c1cccc(Cl)c1 (configuration not stated),-1,-16,8,4,-20,0.9,25,0,3
O=C1CSC(c2cn(-c3ccccc3)nc2-c2ccc3c(c2)OCCO3)N1CCN1CCOCC1 (configuration not stated),6,-9,3,10,5,0.9,6,-2,-1
Cc1nc2ccccn2c1C(=O)NCc1cccnc1,-4,-3,0,-1,-19,0.9,2,4,0
Cc1c(C=NCCOCc2ccccc2)cnn1C,-1,9,6,3,0,0.9,/,/,-6
Cc1nnc(OCc2nc3ccccc3n2C)c2ccccc12,-7,0,0,1,15,0.9,10,-1,0
N#CCCSc1ncnc2c1oc1ccccc12,28*,-9,1,6,-15,0.9,2,-5,-3
O=C(CC1(O)C(=O)Nc2ccccc21)c1ccc(-n2cccc2)cc1 (configuration not stated),8,3,8,5,-4,0.9,-13,2,-5
C=CCn1c(N)c(C(=O)OCC(C)C)c2nc3ccccc3nc21,5,3,5,6,24,0.9,18,9,-232[fluorescence artefact?]
Cn1cc(C(=O)NCCN2CCN(c3cccc(Cl)c3)CC2)c2c3ccccc3n(C)c2c1=O,-5,-9,-2,3,42,1,11,9,-16
C=CCSc1nc2c(c(=O)[nH]c(=O)n2C)n1Cc1ccc(C)cc1,-6,0,8,1,1,0.9,18,3,8
COC(=O)c1ccc(NC(=O)CN2C(=O)CSC2=O)cc1,0,5,9,4,2,1.1,0,-8,1
COC(=O)C1=C(N)N(c2ccc(F)cc2)C2=C(C(=O)CCC2)C1c1ccc2c(c1)OCO2 (configuration not stated),/,-15,3,/,18,0.9,13,/,0
COc1cccc(NS(=O)(=O)c2ccc3c(c2)n(C)c(=O)c(=O)n3C)c1,2,-1,4,4,6,0.9,-3,16,3
CC1CCCC(NC(=O)C2CCN(S(=O)(=O)N3CCC4(CC3)OCCO4)CC2)C1C (configuration not stated),-6,-3,5,0,3,1,15,2,8
CCOC(=O)C1CCN(C(=O)CSc2cc(=O)n(CC)c3ccccc23)CC1,-4,-3,1,2,15,0.9,15,0,-13
COC(=O)c1ccc(Nc2cc(C)nc(-c3ccccc3O)n2)cc1,-1,12,1,-11,-17,0.9,/,/,-5
CCc1sc(C(=O)NC)cc1Br,3,2,-2,-2,7,0.9,22,4,1
OCc1ccccc1OCCOc1ccc(Cl)c2cccnc12,-2,0,4,4,-21,1,10,-4,-16
CCOC(=O)c1ccc(NC(=O)NC(C)C2CCCO2)cc1 (configuration not stated),-1,-6,2,1,9,1,0,4,-1
COc1ccc(S(=O)(=O)N2CCCN(CC(=O)C(C)(C)C)CC2)cc1,-3,5,-5,-9,9,0.9,13,8,0
COc1ccc(S(=O)(=O)N2CCCCCC2)cc1C(=O)OCc1c(C)noc1C,-2,-25,2,5,0,0.9,15,3,-2
COc1ccc(S(=O)(=O)N2CCN(C3CCN(Cc4ccccc4)CC3)CC2)cc1,-4,-19,-8,-4,-1,0.9,11,3,3
COC(=O)c1cc(NC(=O)CN(c2ccc3c(c2)OCO3)S(C)(=O)=O)ccc1Cl,4,0,6,6,26,0.9,12,2,8
CC1CCN(C(=O)c2ccc(COc3ccccc3Cl)o2)CC1,5,-20,17,9,5,1,13,-2,3
CCSc1nnc(-c2ccccc2NC(=O)CC)c(=O)[nH]1,-2,-3,-4,-4,0,0.9,15,10,0
COc1ccc(OCC(=O)Nc2ccc(S(=O)(=O)Nc3cc(C)nc(C)n3)cc2)cc1,/,-6,-1,/,7,0.9,15,/,1
COC(=O)c1ccc(NC(=O)CSc2nncn2C)cc1,-1,-1,11,3,21,1,2,-4,1
Cc1nnc2c(-c3ccccc3)nc3ccccc3n12,0,1,-1,3,6,0.9,13,-4,-2
O=C(NCc1ccccc1)N1CCC(n2cnc3cc(F)ccc32)CC1,16,-1,16,6,-3,1,17,1,3
CC(Oc1ccccc1)C(=O)NC1CC(C)(C)NC(C)(C)C1 (configuration not stated),6,-15,9,4,-8,0.9,11,-3,-12
O=c1oc(-c2cccs2)nc2sc3c(c12)CCC3,-3,4,4,4,9,0.9,12,1,-10
CCn1c(C(C#N)/C(=N\S(=O)(=O)c2cccs2)c2ccccc2)nc2ccccc21 (configuration not stated),/,-28,9,/,-1,1,8,/,2
CN1CC=C2C(C#N)=C(N)C(C#N)(C#N)C(CCc3ccccc3)C2C1 (configuration not stated),-4,2,1,1,22,0.9,7,5,-65[fluorescence artefact?]
CC1(C)CC(=O)C=C(NCc2cccnc2)C1,5,-8,6,-1,7,1,2,4,3
O=C(O)c1ccc2c(c1)C(c1ccccc1)OC2=O (configuration not stated),3,-11,3,-2,-7,1.1,-1,3,-8
COc1ccc(CCNC(=O)CC2COc3ccccc3O2)cc1OC (configuration not stated),-5,-13,8,3,0,0.8,9,-2,6
COC(=O)c1c(NC(=O)c2nc3ncccn3n2)sc(C(=O)N(C)C)c1C,4,3,-2,-2,2,1,18,6,0
COCCCNC(=O)CSC1=Nc2ccccc2C2=NC(CC(=O)NCc3ccccc3)C(=O)N12 (configuration not stated),1,-16,9,6,13,0.9,9,-4,-29
COCCNC(=O)Cn1nc(C)c2ccccc2c1=O,6,-2,7,2,-13,0.9,6,-1,-1
CCN(CC)C(=O)c1sc2nc(-c3ccc(OC)cc3)cn2c1C,2,-12,5,-1,20,1,-36,2,-1
CCOC(=O)c1c(C)[nH]c2cc(Br)c(OC)cc12,/,/,0,/,/,0.9,7,/,-5
COc1ccc(S(=O)(=O)NCc2ccccn2)c(Cl)c1Cl,2,0,8,8,-8,0.8,8,-5,-2
O=C(c1cc2c(s1)CCCCC2)N1CCN(c2ncccn2)CC1,-1,-5,3,3,23,0.9,2,7,1
CCc1ccc(C2CC(c3ccc(C)cc3)n3nc(N)nc3N2)cc1 (configuration not stated),6,-7,2,-3,28,1,7,4,2
CCOC(=O)CC1=NS(=O)(=O)c2ccccc2N1,1,5,7,1,-10,0.9,15,-4,3
N#Cc1c(N)nc(SCC(=O)OCc2ccccc2)c(C#N)c1-c1ccco1,-3,-6,3,7,-13,1,4,1,-8
CCOC(=O)C(C(=O)OCC)=C1OC(=O)c2ccccc21,-8,-11,7,8,-8,0.9,16,-4,1
C/C(=C1\SC(N2CCOCC2)=NC1=O)c1ccccc1,1,-18,13,5,5,0.9,7,-8,4
CCn1ncc(C2=NOC(C(=O)N3CCN(c4ccccc4)CC3)C2)c1C (configuration not stated),-2,-17,12,4,1,1,3,3,7

# Compound profiles (already shown). Screens in order: JNK3 blocker, Cdc25B inh, PKA kinase inh, ROCK2 blocker, MKP-1 inh, TNAP act DEA, HEK293 NFkB inh, Jurkat viability, MMP13 inh
# `N#Cc1c(N)nc(SCC(=O)OCc2ccccc2)c(C#N)c1-c1ccco1` in the list: -3, -6, 3, 7, -13, 1, 4, 1, -8
# `O=C(c1cc2c(s1)CCCCC2)N1CCN(c2ncccn2)CC1` in the list: -1, -5, 3, 3, 23, 0.9, 2, 7, 1
# `CCOC(=O)CC1=NS(=O)(=O)c2ccccc2N1` in the list: 1, 5, 7, 1, -10, 0.9, 15, -4, 3
# `COc1ccc(S(=O)(=O)NCc2ccccn2)c(Cl)c1Cl` in the list: 2, 0, 8, 8, -8, 0.8, 8, -5, -2
